# D2 PAM: D2 dopamine receptor (human) potentiation; 0.34% of 340,000 active; potentiation, % at 10 µM; P14416; HEK293 T-REx D2, calcium flux, EC20 dopamine potentiation;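 active means potentiation over 3 SD above the plate norm, cut at about 30% in these data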; further: 0% is about no effect
#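 Tetracycline-induced Hek293 Trex D2 cells, force-coupled to calcium, loaded with no-wash calcium dye. Compound added with 180 s kinetic read for agonism, then EC20 dopamine and a further 180 s read for potentiation.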
# RXFP1 agonist: RXFP1 (human) receptor agonism. Q9HBX9. HEK293T-RXFP1 cAMP TR-FRET, 30 min; response scale: percent of porcine relaxin response, buffer zero. Potency, µM (series often up to 57.5 µM), without a hit: top-dose activation, actives largely listed as activators. 0.3% of 370,000 active; further: potency means the concentration at half of the fitted maximal effect; on the % scale 0 is the no-effect control and ±100 the full control effect; nearly all actives have a fitted effect of over 60% in size; many of its hits are not listed in these tables
#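 cAMP rise read by TR-FRET after 30 min, 37C compound exposure (up to 58 uM) in RXFP1-transfected HEK293 cells with Ro 20174 present. EC50 from Hill-equation fits, with 29 nM porcine relaxin as 100% and buffer as basal.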
# Vif-A3G inh: Vif-A3G binding inhibition; 0.076% of 410,000 active; Potency, µM (titrated, usually from 46.1 µM), without a hit: top-dose activity, negative = active, actives largely listed as inhibitors; AID 602310; Q9HC16; HeLa A3G-eYFP + Vif (tagged APOBEC3G with the HIV-1 protein that degrades it), YFP fluorescence, overnight;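 further: potency means the concentration at half of the fitted maximal effect; on the % scale 0 is the no-effect control and ±100 the full control effect; nearly all actives have a fitted effect of over 60% in size; hits raise eYFP signal because A3G escapes Vif-driven loss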
# Target sequence (Q9HC16 whole entry, looked up): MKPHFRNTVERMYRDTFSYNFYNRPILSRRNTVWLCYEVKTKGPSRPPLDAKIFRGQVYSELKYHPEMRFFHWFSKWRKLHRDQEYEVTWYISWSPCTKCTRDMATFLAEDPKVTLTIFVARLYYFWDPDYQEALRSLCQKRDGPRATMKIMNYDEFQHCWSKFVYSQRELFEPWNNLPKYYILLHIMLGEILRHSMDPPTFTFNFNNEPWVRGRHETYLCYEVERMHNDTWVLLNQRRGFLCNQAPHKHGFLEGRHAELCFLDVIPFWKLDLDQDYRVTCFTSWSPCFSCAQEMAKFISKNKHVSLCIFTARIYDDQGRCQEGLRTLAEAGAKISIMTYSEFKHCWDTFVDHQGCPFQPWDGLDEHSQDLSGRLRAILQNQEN
#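 HeLa cells stably expressing Vif and C-terminally eYFP-tagged A3G, seeded overnight at 37 deg C, then exposed to compound by pintool overnight at 37 deg C. Rise in yellow fluorescence (Ex 488/Em 500-530, Acumen) marks blocked Vif-driven A3G degradation.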
# Vif-APOBEC3F blk: Vif-A3F binding inhibition; HeLa A3F-eYFP + Vif (tagged APOBEC3F with the HIV-1 protein that degrades it), YFP fluorescence increase; Potency, µM (top dose mostly 46.1 µM), without a hit: at the highest dose activity, negative = active; 0.2% of 390,000 active; AID 602313; further: potency means the concentration at half of the fitted maximal effect; % of control where 0% means no effect; nearly all actives have a fitted effect of over 65% in size
#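 HeLa cells stably expressing Vif plus C-terminally eYFP-tagged A3F were seeded, incubated overnight at 37 deg C, dosed with compound, incubated overnight again at 37 deg C. Yellow fluorescence (Ex 488/Em 500-530) reported blocked Vif-mediated A3F-eYFP degradation.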
# D1 PAM: potentiators of human D1 dopamine receptor | P21728 | HEK293 TREx D1 cells, calcium flux, dopamine EC20 potentiation | potentiation, % at 10 µM | 0.036% of 360,000 active; in the data active means potentiation above about 30%; further: 0% is about no effect
# Target sequence (P21728 whole entry, looked up): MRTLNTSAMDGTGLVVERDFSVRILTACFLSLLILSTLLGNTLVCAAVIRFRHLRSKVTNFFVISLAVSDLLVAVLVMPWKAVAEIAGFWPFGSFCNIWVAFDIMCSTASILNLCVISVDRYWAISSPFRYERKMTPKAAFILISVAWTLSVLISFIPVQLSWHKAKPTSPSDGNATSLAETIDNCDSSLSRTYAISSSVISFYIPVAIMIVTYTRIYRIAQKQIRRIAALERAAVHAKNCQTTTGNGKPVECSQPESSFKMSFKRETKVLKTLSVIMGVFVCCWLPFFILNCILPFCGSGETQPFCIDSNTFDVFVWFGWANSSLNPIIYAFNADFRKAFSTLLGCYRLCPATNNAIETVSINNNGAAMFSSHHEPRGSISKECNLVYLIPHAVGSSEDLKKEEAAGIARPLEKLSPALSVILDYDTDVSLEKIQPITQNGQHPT
# RXFP1 antagonist: blocks the human relaxin receptor RXFP1; Q9HBX9; HEK293-RXFP1, relaxin-stimulated cAMP HTRF, 30 min; hits give low values; activity change, negative = inhibition, % at 57.5 µM; 0.59% of 350,000 active;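 active means activity change of -60% or lower, but not beyond a set lower limit; inconclusive means change between -60% and -40%, or beyond the set limit; inactive means change above -40%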; further: on the % scale 0 is the no-effect control and ±100 the full control effect
# D1 agonist: human D1 receptor agonism; P21728; HEK293 T-REx D1 cells, calcium flux, agonist mode; activation, % at 2 µM; 1% of 360,000 active; in the data active means activation above about 30%; further: 0% is about no effect
#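 Tetracycline-induced HEK293 TREx D1 cells, force-coupled to calcium signalling, were dye-loaded with a no-wash calcium kit. Compound was pin-added after a 10 s baseline. Fluorescence was read kinetically at 1 cycle/s for 180 s, with calcium rises flagged as agonism.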
# Glioma ERSR ind: ER stress response induction in glioma; AID 602332; U87-MG GRP78 promoter luciferase reporter, 16 h; Potency, µM, without a hit: at the top dose activation, most hits filed as activators; 0.02% of 420,000 active; further: potency means the concentration at half of the fitted maximal effect; series mostly up to about 76 µM; % of control where 0% means no effect; nearly all actives have a fitted effect of over 35% in size
#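 Stably transfected U87-MG human glioma cells carrying a GRP78-based luminescent sensor were seeded at 1000 cells/well, pin-dosed with compounds and incubated 16 h. Luciferase reagent was then added, and end-point luminescence was read after 10 min at room temperature.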
# D1 antag: antagonists of human D1 dopamine receptor | AID 504652 | 3.2% of 360,000 active | P21728 | HEK293 TREx D1 cells, calcium flux, dopamine EC80; hits give low values | activity change, negative = inhibition, % at 10 µM; in the data active means activity change below about -30%; further: on the % scale 0 is the no-effect control and ±100 the full control effect
#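 Antagonism measured as reduced calcium response to an EC80 dopamine addition following 180 s compound pre-read; cells were inducible HEK293 Trex D1 plated overnight at 30 C, read kinetically at 1 cycle/sec.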
# Starred values were filed as active, the others as inactive; ? = inconclusive; nt = no result given. Unless noted, the call rests on the fitted dose curve; in most records, active means well fitted curve in the direction sought with a large enough effect; inconclusive means small, poorly fitted or top-dose-only effect, or another doubt; inactive means no such curve, though single readings can be large; an effect the other way counts as inactive or inconclusive. These rows are one share of the data, so the mix of outcomes need not match the whole.
cpd	molecule	D2 PAM	RXFP1 agonist	Vif-A3G inh	Vif-APOBEC3F blk	D1 PAM	RXFP1 antagonist	D1 agonist	Glioma ERSR ind	D1 antag
1	O=C(CCCc1ccccc1)NCCS(=O)(=O)N1CCN(c2ccccc2F)CC1	11	0.6%	4%	11%	-10	-16	0	7%	2
2	CCOC(=O)N1CCN(S(=O)(=O)c2cc(Br)cnc2N)CC1	-10	0.6%	-1%	2%	-6	10	2	-3%	-4
3	CN(C)c1nc(-c2ccccc2)ncc1S(=O)(=O)c1ccccc1	13	1.6%	-3%	8%	-2	5	2	-4%	4
4	O=Cc1ccc(OCc2ccccn2)cc1	-2	3.6%	1%	2%	-3	9	-1	2%	0
5	CC(C)C(C)NC(=O)COc1nc2ccccc2nc1N(C)C1CCCCC1 (configuration not stated)	12	12%	6%	3%	-1	-7	-2	-1%	-14
6	COc1ccccc1CNC(=O)C1CCN(S(=O)(=O)c2ccc3c(c2)OCCCO3)CC1	-4	-0.8%	-8%	4%	10	nt	2	-5%	-11
7	Cc1cccc(C)c1NC(=S)NC(C)CCc1ccccc1 (configuration not stated)	-3	0.0%	0%	7.1µM*	-6	3	3	-3%	-10
8	Cc1c(Br)c([N+](=O)[O-])nn1CC(=O)Nc1c(C)n(C)n(-c2ccccc2)c1=O	9	-2.2%	1%	-11%	0	0	1	-3%	19
9	COc1cc(OC)c(-c2oc3ccccc3c(=O)c2O)c(OC)c1	nt	nt	?	-18%	nt	-10	nt	-5%	nt
10	Cc1ccc(N(C)C(=O)N2CCN(S(=O)(=O)c3ccc(C)cc3)CC2)cc1	-3	0.0%	3%	-5%	nt	nt	1	3%	6
11	CC(=O)c1cccc(S(=O)(=O)N2CCN(CCOc3ccccc3)CC2)c1	-22	-1.0%	5%	-4%	-6	4	6	-3%	-1
12	CC(NC(=O)C1CCCC1)C1CC2CCC1C2 (configuration not stated)	13	-6.8%	2%	0%	-5	nt	21	3%	4
13	Cc1cc(=O)c(C(=O)O)nn1-c1ccccc1Cl	-7	-3.6%	-4%	-14%	-1	0	3	-2%	-6
14	CCn1c(=O)cc(SCC(=O)NCCc2ccc(OC)cc2OC)c2ccccc21	1	-3.6%	-2%	8%	2	nt	0	8%	-2
15	ONC(=Nc1ccccc1)c1ccccc1Cl	8	0.4%	-2%	-1%	-1	0	4	-3%	1
16	CC(C)(C)c1ccc(C(=O)c2c[nH]c(C(=O)NCc3ccco3)c2)cc1	14	1.9%	-5%	2%	-4	-23	5	-2%	-4

# Whole records from above. Order of values: D2 PAM | RXFP1 agonist | Vif-A3G inh | Vif-APOBEC3F blk | D1 PAM | RXFP1 antagonist | D1 agonist | Glioma ERSR ind | D1 antag
# `CC(C)(C)c1ccc(C(=O)c2c[nH]c(C(=O)NCc3ccco3)c2)cc1` is listed as 14 | 1.9% | -5% | 2% | -4 | -23 | 5 | -2% | -4
# `CC(=O)c1cccc(S(=O)(=O)N2CCN(CCOc3ccccc3)CC2)c1` is listed as -22 | -1.0% | 5% | -4% | -6 | 4 | 6 | -3% | -1

# New compounds follow.
cpd	molecule	D2 PAM	RXFP1 agonist	Vif-A3G inh	Vif-APOBEC3F blk	D1 PAM	RXFP1 antagonist	D1 agonist	Glioma ERSR ind	D1 antag
17	CCc1noc(C)c1C(=O)N1CCN(S(=O)(=O)c2ccc(C)cc2C)CC1	-4	0.1%	1%	3%	1	-6	6	-3%	4
18	Cc1nc(N2CCC(C)CC2)c2oc3ccccc3c2n1	2	1.4%	-7%	-7%	4	-15	7	-7%	-9
19	CSc1ncccc1C(=O)OCC(=O)c1ccc(S(=O)(=O)N2CCCCC2)cc1	0	0.5%	0%	-13%	-4	4	9	-3%	-1
20	CN(C)c1cccc(C(=O)NCCCSc2ccccc2)c1	-15	0.0%	5%	-6%	-5	11	0	6%	3
21	O=C(Nc1ccnn1C1CCN(Cc2cccc(OCCO)c2)CC1)C1CCOC1 (configuration not stated)	4	-0.9%	1%	3%	-7	6	0	-3%	0
22	O=C(NCCc1ccc(F)cc1)C(=O)NCC(c1cccs1)S(=O)(=O)c1cccs1 (configuration not stated)	2	-0.2%	5%	-2%	-3	nt	42*	-3%	nt
23	CCc1ccc2c(c1)cc(CN(C(=S)Nc1ccccc1C)C1CC1)c1nnnn12	1	?	2%	-1%	-6	23	4	-3%	-6
24	O=C(/C=C/c1ccccc1)NC(NC(=S)Nc1cccc(Cl)c1)C(Cl)(Cl)Cl (configuration not stated)	4	-0.7%	-12%	-2%	-2	-15	6	-15%	1
25	O=[N+]([O-])c1ccc(NNS(=O)(=O)c2cc(Cl)ccc2Cl)nc1	11	-0.6%	-6%	1%	-4	0	15	-2%	-22
26	CCCC1=NN2C(=N)/C(=C\c3ccc(OCCOc4ccc(NC(C)=O)cc4)c(OC)c3)C(=O)N=C2S1	2	1.6%	5%	-18%	-4	-13	1	1%	-18
27	O=C(c1ccc(F)cc1Cl)N(Cc1ccco1)C1CCS(=O)(=O)C1 (configuration not stated)	9	0.3%	1%	-7%	-5	-7	1	-1%	2
28	CCN1C(=O)N(C)C(N(O)C(=O)NC)C1(C)C (configuration not stated)	-1	1.3%	0%	-6%	1	-5	4	-4%	6
29	CCCCC1(C)OC(=O)C(=Cc2ccc(N(C)C)cc2)C(=O)O1 (configuration not stated)	9	2.9%	2%	-2%	-4	4	4	5%	11
30	Cc1c(C(=O)OCC(=O)NCC2CCCO2)cccc1[N+](=O)[O-] (configuration not stated)	-3	13%	1%	-4%	-7	-3	1	-1%	0
31	COc1ccc(C2CC(=O)c3cnc4c(-c5ccccc5)c(C)nn4c3C2)c(OC)c1 (configuration not stated)	-6	10%	0%	-3%	-4	nt	0	-3%	-3
32	O=C(O)C1CSC2(c3ccc(Br)cc3)CCC(=O)N12 (configuration not stated)	4	-1.1%	0%	?	3	-8	4	-1%	0
33	CC(=O)c1cn(CC(=O)NCC2CCCO2)c2ccccc12 (configuration not stated)	0	1.7%	4%	-1%	-1	-3	2	-4%	4
34	COc1cc(C(=O)Nc2ccc3nn(-c4ccc(F)cc4)nc3c2)cc(OC)c1OC	-1	12%	-3%	1%	-3	nt	2	0%	-25
35	COc1ccc(C(=O)/C=C2/Sc3cc4c(cc3N2C)OCO4)cc1	nt	?	3%	5%	0	4	3	3%	6
36	Cc1ccc(NC(=O)c2cccc(S(=O)(=O)NCc3ccccc3)c2)nc1	12	-0.1%	?	2%	-3	nt	3	-6%	-5
37	CC(NC(=O)COC(=O)c1ccc([N+](=O)[O-])o1)c1ccccc1 (configuration not stated)	nt	nt	0%	-3%	nt	14	nt	1%	nt
38	O=C(COc1ccccc1)NCC1CCCO1 (configuration not stated)	nt	1.5%	1%	-4%	-3	3	0	-1%	-9
39	Cn1cccc1C(=O)N/N=C/c1c(Cl)cccc1Cl	nt	1.4%	2%	6%	3	-5	3	-3%	6
40	OC(COc1ccc(Cl)cc1)CN1C2=NCCCN2c2ccccc21 (configuration not stated)	-21	1.7%	-1%	-9%	-10	-19	8	-4%	2
41	c1ccc(Cc2nn3c(Cn4nnc5ccccc54)nnc3s2)cc1	-1	4.4%	2%	-13%	4	-3	0	1%	12
42	COc1ccc(NC(=O)CN(C)C(=O)C(C)Oc2ccc(Br)cc2)cc1 (configuration not stated)	2	-0.5%	-6%	3%	-4	-5	0	-2%	-5
43	O=C(CSc1nnc(-c2ccco2)o1)NC1CCCCCC1	-3	1.5%	4%	-1%	-7	8	1	-3%	2
44	CC(C)Oc1ccc(S(=O)(=O)N2CCCCC2)cc1NC(=O)CN1CCCC1c1cccs1 (configuration not stated)	-4	-0.1%	1%	3%	8	-15	5	-3%	-25
45	COc1ccccc1NS(=O)(=O)c1cccc(C(=O)N2CCCC2)c1	nt	nt	1%	0%	nt	-3	nt	-3%	nt
46	CC(C)Cn1c(=O)c2sccc2n2c(CCCC(=O)NC3CCN(Cc4ccccc4)CC3)nnc12	-6	13%	2%	7%	-4	6	2	1%	-5
47	COc1ccc(S(=O)(=O)N2CCOCC2)cc1NC(=O)CN1C(=O)NC(C)(C2CC2)C1=O (configuration not stated)	7	1.1%	0%	-2%	-2	0	3	3%	7
48	Cc1c(C(=O)O)sc2nc(SCC(=O)Nc3ccc(S(=O)(=O)NCCCC(=O)O)cc3)[nH]c(=O)c12	0	7.4%	0%	2%	1	-4	1	-4%	-5
49	COc1ccc(N2C(=O)CC(c3ccccc3)CC2=O)cc1	1	-0.1%	0%	6%	-2	nt	3	-2%	-6
50	Cc1cccnc1NC(=O)c1ccc([N+](=O)[O-])o1	nt	3.2%	-15%	?	0	18	1	2%	19
51	COc1cc(SC)ccc1C(=O)OCC(=O)NC(=O)NC(C)C	1	3.5%	-3%	5%	-7	3	1	1%	-66*
52	CCCn1c2ccccc2c2cnn(CC(=O)NCc3ccc(OC)cc3)c(=O)c21	-3	13%	-8%	0%	-3	-2	1	-1%	-1
53	Cc1occc1C(=O)N(C)Cc1nc(-c2ccccc2)no1	nt	1.3%	-1%	2%	-2	4	1	3%	2
54	Cc1ccc2nc3sc(C(=O)NCCCN(C)c4ccccc4)cc3cc2c1	12	1.0%	2%	2%	-1	-1	0	-1%	0
55	Cc1cccc(NC(=O)Nc2ccc(S(=O)(=O)Nc3onc(C)c3C)cc2)c1	3	1.5%	0%	8%	3	9	0	5%	-5
56	O=c1[nH]c2cc3c(cc2cc1CN(Cc1ccco1)C(=S)NCCCN1CCOCC1)OCCO3	-6	-1.8%	-15%	7%	-2	-24	2	-5%	7
57	Cc1ccc(NC(=O)COC(=O)CN2C(=O)NC3(CCCC3)C2=O)cc1Cl	nt	-0.2%	3%	1%	-7	11	2	-3%	-7
58	COc1ccc(CCNc2nc(-c3sc(N)nc3C)cs2)cc1OC	-6	0.0%	-9%	nt	-7	-5	1	-7%	-61*
59	Cc1c(C(=O)N2CCCC2)c(S(=O)(=O)N2CCN(c3ccccc3F)CC2)c(C)n1C	10	0.2%	-2%	-3%	11	1	0	0%	-3
60	Cc1ccc(C)n1-c1ccc(C(=O)Nc2ccccc2F)cc1	6	-0.9%	-1%	5%	-3	-16	3	-1%	-14

# Screening data deposited in PubChem by National Center for Advancing Translational Sciences (NCATS).
